HIV fusion peptide – inhibitors of HIV fusion peptide binding, primary screen, biochemical, uHTS, fluorescence dequenching (AID 1986); inhibition, % at 20 µM; hits with a dose series show IC50 in µM; 290,000 compounds, 0.3% hits; cell-free peptide binding, fluorescence dequenching, 30 min; higher % means a stronger effect; in the data active = inhibition mostly above about 52%, no sharp cut-off; inactive = mostly below about 76%; note: some results filed as inactive read as strong as hits
SIAH1 antagonists – Siah-1 peptide-binding antagonists, primary screen, biochemical, fluorescence polarization, rhodamine-plectin, uHTS (AID 1817). 290,000 compounds, 0.02% hits. Siah-1 / rhodamine-plectin peptide fluorescence polarization; higher % means a stronger effect. displacement, % at 20 µM; hits with a dose series show IC50 in µM. E3 ubiquitin-protein ligase SIAH1 (Homo sapiens);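 active = displacement of at least 50% at 20 µM, with a fluorescence ratio check between 0.3 and a set limit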;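 note: plate controls were Siah plus tracer with DMSO for no effect and tracer alone without Siah for full effect; strong numbers were not always called active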
Rac1 GTP hydrolysis – MgcRacGAP GTPase-activating activity inhibitors, confirmation, biochemical, ADP Hunter fluorescence | MgcRacGAP-stimulated Rac1 GTP hydrolysis, ADP Hunter fluorescence; higher % means a stronger effect; GST-tagged Rac1 F28L mutant substrate | 340,000 compounds, 0.6% hits | Rac GTPase-activating protein 1 (Homo sapiens) | one-dose inhibition, % at 30 µM; IC50 in µM for titrated hits | AID 624330, 2012;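 active = first-screen hits whose inhibition reached a set limit at any dose in the follow-up dose series; inconclusive = inhibition above the set first-screen limit but never retested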;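 note: fluorescence reports GDP produced by GAP-driven GTP hydrolysis; strong numbers were not always called active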
Myeloid diff 2 – induction of myeloid progenitor differentiation, primary screen, cell-based, flow cytometry, MLPCN library; ER-HoxA9 myeloid progenitors, lysozyme-GFP differentiation; calls only at 10 µM; 360,000 compounds, 1% hits; AID 624256, 2012;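 active = normalized GFP-positive differentiation at or above the plate's own cutoff, the solvent-only control mean plus 3 SD; inconclusive = no clear call, values can overlap the other calls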;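 note: cells exposed to compound for four days before flow analysis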
GPR55 LPI antagonism – GPR55 antagonists blocking LPI-driven arrestin recruitment, primary screen, imaging, U2OS, beta-arrestin-GFP, LPI agonist (AID 2013). G-protein coupled receptor 55 (Homo sapiens). U2OS GPR55 beta-arrestin-GFP translocation imaging, LPI antagonism; higher % means a stronger effect. inhibition, % at 10 µM; hits with a dose series show IC50 in µM. 290,000 compounds, 0.13% hits;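 active = spots per cell inhibited over 60%, with over 100 cells counted and total cytoplasm intensity under 500,000; inconclusive = wells with under 100 cells, flagged as likely toxic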;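 note: U2OS cells stably carrying GPR55 and arrestin-GFP stimulated by 5 µM LPI near EC80; imaged beta-arrestin-GFP aggregate spots per cell after agonist stimulation; plate controls were LPI-stimulated DMSO wells for no effect and DMSO wells without LPI for full effect; some results filed as inactive read as strong as hits; confirmed hits need IC50 under 10 µM and bright autofluorescent wells are also inconclusive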
NTR1 agonist – agonists of NTR1, primary screen, imaging, U2OS cells, beta-arrestin-GFP, high content (AID 493036); Neurotensin receptor type 1 (Homo sapiens), P30989; NTR1-U2OS beta-arrestin-GFP spot imaging, agonist mode; activation, % at 20 µM; 330,000 compounds, 0.17% hits;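 active = activation at or above 40% of the spot to cytoplasm intensity ratio, with at least 20 cells analyzed; inconclusive = wells under 20 cells, flagged as cytotoxic or low count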;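 note: 0% = DMSO without peptide and 100% = 100 nM NTR1 peptide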
Target sequence (P30989 whole entry, looked up): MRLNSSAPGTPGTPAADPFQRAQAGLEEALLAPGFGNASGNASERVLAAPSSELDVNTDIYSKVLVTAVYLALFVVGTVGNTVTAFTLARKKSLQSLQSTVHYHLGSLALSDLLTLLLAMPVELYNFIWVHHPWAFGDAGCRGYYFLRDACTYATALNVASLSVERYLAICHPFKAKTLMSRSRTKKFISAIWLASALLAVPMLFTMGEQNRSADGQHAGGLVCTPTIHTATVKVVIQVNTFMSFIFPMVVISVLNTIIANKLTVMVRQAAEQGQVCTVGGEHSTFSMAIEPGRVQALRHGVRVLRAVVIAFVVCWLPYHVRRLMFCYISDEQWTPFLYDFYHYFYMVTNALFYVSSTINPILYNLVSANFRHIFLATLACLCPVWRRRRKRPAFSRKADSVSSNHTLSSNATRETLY
LYP inhibition – inhibitors of LYP phosphatase, biochemical, fluorescence intensity, uHTS (AID 1779); recombinant LYP phosphatase, fluorescence intensity; higher % means a stronger effect; 290,000 compounds, 0.054% hits; Tyrosine-protein phosphatase non-receptor type 22 (Homo sapiens); inhibition, % at 11.5 µM; hits with a dose series show IC50 in µM; in the data active = inhibition above about 50%;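 note: plate controls were vehicle with enzyme for no effect and no enzyme for full effect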
Salmonella PhoP GFP – inhibitors of PhoP regulon expression, primary screen, Salmonella Typhimurium, GFP reporter (AID 1863); 300,000 compounds, 0.16% hits; S. Typhimurium PhoP-regulated promoter GFP reporter, 4 h; higher % means a stronger effect; inhibition, % at 50 µM, or IC50 in µM where a hit was titrated;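 active = inhibition over 29.93%, a cutoff 3 SD above the screen mean, later confirmed by dose response; inconclusive = inhibition over 29.93% but no dose response follow-up; inactive = inhibition at most 29.93% or unconfirmed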;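 note: 0% = low Mg2+ inducing control and 100% = high Mg2+ repressing control; strong numbers were not always called active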
GPR35 arrestin U2OS – GPR35 antagonists blocking zaprinast-driven arrestin recruitment, primary screen, imaging, U2OS, beta-arrestin-GFP, zaprinast agonist (AID 2058) | G-protein coupled receptor 35 (Homo sapiens) | U2OS GPR35 beta-arrestin-GFP translocation imaging, zaprinast antagonism; higher % means a stronger effect | inhibition, % at 10 µM, or IC50 in µM where a hit was titrated | 290,000 compounds, 0.052% hits;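 active = inhibition of at least 50% with at least 30 cells and total cytoplasm GFP at most 10,000,000; inconclusive = under 30 cells or total GFP of 10,000,000 plus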
NTR1 agonist cell count 20 µM – further read-out of NTR1 agonist, marked with its call; cell count; measured here: cell count, cytotoxicity flag
Myeloid diff 2 GFP+ MAC1+ % – also measured in Myeloid diff 2; calls as there; GFP+ MAC1+ double positive, %; measured here: differentiation confirmed by MAC1 staining
An asterisk follows results filed as active. Rows were taken by chance, and some 2.4% of all compounds hit somewhere here.

Screening COc1ccccc1/C=C/C=N/n1c(-c2ccc(C)cc2)n[nH]c1=S returned HIV fusion peptide 0.7%, SIAH1 antagonists -5%, Rac1 GTP hydrolysis 12%, Myeloid diff 2 inactive, GPR55 LPI antagonism 6%, NTR1 agonist 5.7, LYP inhibition -5%, Salmonella PhoP GFP 3%, GPR35 arrestin U2OS inconclusive, NTR1 agonist cell count 20 µM 58 and Myeloid diff 2 GFP+ MAC1+ % 0.1.
For CC(NC(=O)c1ccc(Cl)cc1)C(=O)NC1=NCCS1 (configuration not stated) the results were HIV fusion peptide -1.5%, SIAH1 antagonists -2%, Rac1 GTP hydrolysis 8%, Myeloid diff 2 inactive, GPR55 LPI antagonism 12%, NTR1 agonist 0.9, LYP inhibition -7%, Salmonella PhoP GFP 1%, GPR35 arrestin U2OS 11%, NTR1 agonist cell count 20 µM 52 and Myeloid diff 2 GFP+ MAC1+ % 0.9.
For Cc1ccc(-c2cc(-c3ccc(F)cc3)n[nH]2)c(O)c1 the results were HIV fusion peptide -1.9%, SIAH1 antagonists 8%, Rac1 GTP hydrolysis 15%, Myeloid diff 2 inactive, GPR55 LPI antagonism 13%, NTR1 agonist 4.9, LYP inhibition -2%, Salmonella PhoP GFP 4%, GPR35 arrestin U2OS 5%, NTR1 agonist cell count 20 µM 71 and Myeloid diff 2 GFP+ MAC1+ % 0.5.
`Cc1cccc(Nc2nc3c(c(=O)n(C)c(=O)n3C)n2CC(O)CO)c1` (configuration not stated) gave HIV fusion peptide -2.8%, SIAH1 antagonists -4%, Rac1 GTP hydrolysis 11%, Myeloid diff 2 inactive, GPR55 LPI antagonism -21%, NTR1 agonist 7.4, LYP inhibition -3%, Salmonella PhoP GFP -1%, GPR35 arrestin U2OS 23%, NTR1 agonist cell count 20 µM 90 and Myeloid diff 2 GFP+ MAC1+ % 0.8.
`Cc1cccc(NC(=O)CSc2nc3[nH]ncc3c(=O)[nH]2)c1` gave HIV fusion peptide 2.2%, SIAH1 antagonists 0%, Rac1 GTP hydrolysis 4%, Myeloid diff 2 inactive, GPR55 LPI antagonism 5%, NTR1 agonist -0.7, LYP inhibition -1%, Salmonella PhoP GFP 0%, GPR35 arrestin U2OS -2%, NTR1 agonist cell count 20 µM 48 and Myeloid diff 2 GFP+ MAC1+ % 0.3.
For CC(=O)Nc1ccn(Cc2c(F)cccc2Cl)n1 the results were HIV fusion peptide -1.2%, SIAH1 antagonists 5%, Rac1 GTP hydrolysis 4%, Myeloid diff 2 inactive, GPR55 LPI antagonism 7%, NTR1 agonist 2.4, LYP inhibition -6%, Salmonella PhoP GFP 1%, GPR35 arrestin U2OS 12%, NTR1 agonist cell count 20 µM 54 and Myeloid diff 2 GFP+ MAC1+ % 7.0.
For Cc1ccc(C)c(N(CC(=O)NC(C)C)C(=O)CCC(=O)Nc2ccccn2)c1 the results were HIV fusion peptide 1.5%, SIAH1 antagonists 6%, Rac1 GTP hydrolysis 8%, Myeloid diff 2 inactive, GPR55 LPI antagonism 5%, NTR1 agonist 2.8, LYP inhibition -8%, Salmonella PhoP GFP -4%, GPR35 arrestin U2OS -2%, NTR1 agonist cell count 20 µM 65 and Myeloid diff 2 GFP+ MAC1+ % 0.5.
`NC(=O)C1CCN(C(=O)/C=C/c2cccc(Br)c2)CC1` gave HIV fusion peptide -1.9%, SIAH1 antagonists 1%, Rac1 GTP hydrolysis 6%, Myeloid diff 2 inactive, GPR55 LPI antagonism -5%, NTR1 agonist -0.2, LYP inhibition 3%, Salmonella PhoP GFP -11%, GPR35 arrestin U2OS -4%, NTR1 agonist cell count 20 µM 66 and Myeloid diff 2 GFP+ MAC1+ % 0.4.
Screening CCCOc1ccc(C(=O)Nc2ccc(C)cc2[N+](=O)[O-])cc1 returned HIV fusion peptide -2.1%, SIAH1 antagonists 2%, Rac1 GTP hydrolysis 5%, Myeloid diff 2 inactive, GPR55 LPI antagonism 1%, NTR1 agonist 0.6, LYP inhibition 0%, Salmonella PhoP GFP 5%, GPR35 arrestin U2OS -1%, NTR1 agonist cell count 20 µM 48 and Myeloid diff 2 GFP+ MAC1+ % 9.2.
For CC(Sc1ccsc1[N+](=O)[O-])C(=O)NCc1ccccc1 (configuration not stated) the results were HIV fusion peptide 0.4%, SIAH1 antagonists 6%, GPR55 LPI antagonism 0%, NTR1 agonist -0.9, LYP inhibition -2%, Salmonella PhoP GFP 5%, GPR35 arrestin U2OS -8% and NTR1 agonist cell count 20 µM 86.
CC(C)(C)c1ccc(CCC(CC(=O)O)CC(=O)O)cc1 was read as HIV fusion peptide 2.8%, SIAH1 antagonists -1%, Rac1 GTP hydrolysis 8%, Myeloid diff 2 inactive, GPR55 LPI antagonism 1%, NTR1 agonist -1.2, LYP inhibition 0%, Salmonella PhoP GFP 3%, GPR35 arrestin U2OS -9%, NTR1 agonist cell count 20 µM 35 and Myeloid diff 2 GFP+ MAC1+ % 0.3.
Screening O=Cc1c(NCCc2cccc(F)c2)c2ccccc2[nH]c1=O returned HIV fusion peptide 1.0%, SIAH1 antagonists 11%, Rac1 GTP hydrolysis 5%, Myeloid diff 2 inactive, GPR55 LPI antagonism -8%, NTR1 agonist -0.4, LYP inhibition -6%, Salmonella PhoP GFP -7%, GPR35 arrestin U2OS 2%, NTR1 agonist cell count 20 µM 61 and Myeloid diff 2 GFP+ MAC1+ % 0.6.
CN(CC(=O)Nc1c(Cl)cccc1Cl)C(=O)CNC(=O)C1CCCCC1 was read as HIV fusion peptide -1.8%, SIAH1 antagonists -5%, Rac1 GTP hydrolysis -1%, Myeloid diff 2 inactive, GPR55 LPI antagonism -9%, NTR1 agonist 0.6, LYP inhibition -1%, Salmonella PhoP GFP 13%, GPR35 arrestin U2OS 13%, NTR1 agonist cell count 20 µM 71 and Myeloid diff 2 GFP+ MAC1+ % 2.5.
CN1COc2ccc3ccccc3c2C1 was read as HIV fusion peptide -0.5%, SIAH1 antagonists -5%, Rac1 GTP hydrolysis 14%, Myeloid diff 2 inactive, GPR55 LPI antagonism 0%, NTR1 agonist 1.1, LYP inhibition -10%, Salmonella PhoP GFP -5%, GPR35 arrestin U2OS 5%, NTR1 agonist cell count 20 µM 71 and Myeloid diff 2 GFP+ MAC1+ % 0.6.
Screening COc1ccccc1-n1c(CNC(=O)COc2ccccc2)n[nH]c1=S returned HIV fusion peptide 2.4%, SIAH1 antagonists -2%, Rac1 GTP hydrolysis 3%, Myeloid diff 2 inactive, GPR55 LPI antagonism 15%, NTR1 agonist 0.4, LYP inhibition -3%, Salmonella PhoP GFP 6%, GPR35 arrestin U2OS -1%, NTR1 agonist cell count 20 µM 38 and Myeloid diff 2 GFP+ MAC1+ % 6.0.
`O=C(NCc1ccco1)c1ccc2c(c1)S(=O)(=O)c1ccccc1C2=O` gave Rac1 GTP hydrolysis 3%, Myeloid diff 2 inactive, NTR1 agonist -4.9, Salmonella PhoP GFP -6%, NTR1 agonist cell count 20 µM 84 and Myeloid diff 2 GFP+ MAC1+ % 0.7.
Screening Cc1nn(CCCC(=O)NCc2ccc(F)cc2)c(=O)c2nccn12 returned HIV fusion peptide -0.6%, SIAH1 antagonists 4%, Rac1 GTP hydrolysis 7%, Myeloid diff 2 inactive, GPR55 LPI antagonism 10%, NTR1 agonist -2.0, LYP inhibition -5%, GPR35 arrestin U2OS -5%, NTR1 agonist cell count 20 µM 58 and Myeloid diff 2 GFP+ MAC1+ % 0.3.
Screening CCOC(=O)c1c(-c2ccc(OC)cc2)csc1NC(=O)CSc1ncnc2sccc12 returned HIV fusion peptide 3.5%, SIAH1 antagonists 7%, Rac1 GTP hydrolysis 7%, Myeloid diff 2 inactive, GPR55 LPI antagonism 4%, NTR1 agonist -1.7, LYP inhibition -2%, Salmonella PhoP GFP -8%, GPR35 arrestin U2OS 11%, NTR1 agonist cell count 20 µM 75 and Myeloid diff 2 GFP+ MAC1+ % 1.2.
Screening CC(=O)CC(=O)Nc1ncc(C(F)(F)F)cc1Cl returned HIV fusion peptide -2.6%, SIAH1 antagonists 1%, Rac1 GTP hydrolysis 0%, Myeloid diff 2 inactive, GPR55 LPI antagonism -16%, NTR1 agonist 0.4, LYP inhibition -6%, Salmonella PhoP GFP 7%, GPR35 arrestin U2OS 2%, NTR1 agonist cell count 20 µM 27 and Myeloid diff 2 GFP+ MAC1+ % 0.3.
O=C(CNC(=O)c1sc2ccccc2c1Cl)NCc1cccnc1 was read as HIV fusion peptide 0.2%, SIAH1 antagonists 2%, Rac1 GTP hydrolysis -2%, Myeloid diff 2 inactive, GPR55 LPI antagonism -8%, NTR1 agonist -0.2, LYP inhibition -8%, Salmonella PhoP GFP -2%, GPR35 arrestin U2OS 7%, NTR1 agonist cell count 20 µM 53 and Myeloid diff 2 GFP+ MAC1+ % 8.2.
For CCOC(=O)N1CCN(Cc2nc3cc(NC(=O)CC)ccc3n2C)CC1 the results were HIV fusion peptide -2.2%, SIAH1 antagonists 0%, Rac1 GTP hydrolysis 11%, Myeloid diff 2 inactive, GPR55 LPI antagonism -2%, NTR1 agonist -0.3, LYP inhibition -5%, Salmonella PhoP GFP 3%, GPR35 arrestin U2OS -5%, NTR1 agonist cell count 20 µM 50 and Myeloid diff 2 GFP+ MAC1+ % 0.4.
O=C(COc1ccccc1[N+](=O)[O-])OC1CCS(=O)(=O)C1 (configuration not stated) was read as HIV fusion peptide 0.5%, SIAH1 antagonists 0%, Rac1 GTP hydrolysis 3%, Myeloid diff 2 inactive, GPR55 LPI antagonism 4%, NTR1 agonist 0.5, LYP inhibition -3%, Salmonella PhoP GFP -8%, GPR35 arrestin U2OS -5%, NTR1 agonist cell count 20 µM 32 and Myeloid diff 2 GFP+ MAC1+ % 0.0.
`CCOC(=O)C1CCN(S(=O)(=O)c2ccc3[nH]c(=O)c(=O)[nH]c3c2)CC1` gave HIV fusion peptide -1.1%, SIAH1 antagonists -3%, Rac1 GTP hydrolysis 3%, Myeloid diff 2 inactive, GPR55 LPI antagonism 4%, NTR1 agonist 0.4, LYP inhibition -1%, Salmonella PhoP GFP 2%, GPR35 arrestin U2OS -6%, NTR1 agonist cell count 20 µM 61 and Myeloid diff 2 GFP+ MAC1+ % 0.5.
